D3 antag = D3 dopamine receptor (human) antagonism; P35462; D3R cells, DiscoveRx beta-arrestin luminescence, antagonist mode; stronger effect = lower value; max response, negative = inhibition, %; 2.5% of 360,000 active; AID 652054; in the data active = max response below about -50%; inconclusive = no clear call, values can overlap the other calls; also: % is scaled to controls: 0 for no effect and ±100 for the full control effect; mostly tested at two doses, the higher about 12 µM
Target sequence (P35462 whole entry, looked up): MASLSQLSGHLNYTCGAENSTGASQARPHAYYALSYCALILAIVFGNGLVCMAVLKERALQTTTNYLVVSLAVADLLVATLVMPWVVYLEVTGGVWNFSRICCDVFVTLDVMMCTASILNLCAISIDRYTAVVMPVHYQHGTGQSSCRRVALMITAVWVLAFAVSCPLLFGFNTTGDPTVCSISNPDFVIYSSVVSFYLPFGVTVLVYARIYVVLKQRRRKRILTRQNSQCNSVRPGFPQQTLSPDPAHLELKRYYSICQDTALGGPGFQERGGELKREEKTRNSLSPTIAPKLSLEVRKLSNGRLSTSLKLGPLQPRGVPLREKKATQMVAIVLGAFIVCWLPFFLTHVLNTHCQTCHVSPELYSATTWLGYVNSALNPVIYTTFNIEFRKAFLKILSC
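Cells plated overnight at 1500 cells/well, then exposed to library compounds with dopamine controls for 90 minutes at 37 degrees C. DiscoveRx reagent added for 30–60 minutes at room temperature; luminescence read, quantitative HTS format.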
GLP-1R agonist = activates the human GLP-1 receptor; HEK293 GLP-1R CRE-luciferase, luminescence, 4-6 h; cells express a hypersensitive GLP-1R form; Potency, µM (doses to about 45.6 µM), for inactives: top-dose activation, actives largely listed as activators; 0.007% of 380,000 active; also: potency is read from the fitted curve at half-maximal effect; % of control where 0% means no effect
Target sequence (P43220 whole entry, looked up): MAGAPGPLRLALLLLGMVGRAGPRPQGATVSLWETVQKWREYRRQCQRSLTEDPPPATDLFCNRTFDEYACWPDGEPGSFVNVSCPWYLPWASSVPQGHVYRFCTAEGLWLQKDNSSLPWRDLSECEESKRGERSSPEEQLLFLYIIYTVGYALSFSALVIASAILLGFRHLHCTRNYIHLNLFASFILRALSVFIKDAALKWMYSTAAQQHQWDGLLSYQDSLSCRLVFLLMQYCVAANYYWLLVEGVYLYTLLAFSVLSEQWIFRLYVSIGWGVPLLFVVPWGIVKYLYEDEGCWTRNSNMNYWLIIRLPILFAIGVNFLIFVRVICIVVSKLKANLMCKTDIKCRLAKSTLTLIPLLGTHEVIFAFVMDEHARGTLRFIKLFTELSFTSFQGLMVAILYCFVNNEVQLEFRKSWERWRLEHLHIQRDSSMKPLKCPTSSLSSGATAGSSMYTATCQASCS
KB-V1 cytotox = kills drug-selected multidrug resistant KB-V1 cells | KB-V1 MDR cells viability, CellTiter-Glo, 72 h | Potency, µM (highest dose often 46.1 µM), without a hit: at the highest dose activity change, negative = cytotoxicity, most hits filed as cytotoxic | 3.4% of 400,000 active | AID 1347076; also: potency is read from the fitted curve at half-maximal effect; % is scaled to controls: 0 for no effect and ±100 for the full control effect; nearly all actives have a fitted effect of over 60% in size
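Readout: CellTiter-Glo luminescence, 10 min after addition. Cells: KB-V1 MDR subline, 72 h at 37 degrees C with compound. Analysis: corrected, normalized data fitted to concentration-effect curves.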
D3 ag = agonists of human D3 dopamine receptor | P35462 | D3R DiscoveRx beta-arrestin cells, luminescence, 90 min | max activation, % | 0.58% of 410,000 active | AID 652048; in the data active = max activation above about 30%; also: 0% is about no effect; mostly tested at two doses, the higher about 12 µM
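Agonist-mode cell screen: cells plated at 1500/well and incubated overnight at 37 °C, then exposed to library compounds for 90 min at 37 °C. Detection reagent was added for 30–60 min at room temperature, and luminescence was read.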
GLP1R cytotox = cytotoxicity in counter-screen for GLP-1R inverse agonists; HEK293 cAMP-luciferase reporter cells, luminescence, 24 h; 0.13% of 410,000 active; Potency, µM (top dose mostly 38.3 µM), for the others: at the highest dose activity change, negative = inhibition, hits mostly inhibitors;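 also: loss of luciferase light is scored as toxicity; potency is read from the fitted curve at half-maximal effect; % is scaled to controls: 0 for no effect and ±100 for the full control effect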
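MLSMR compounds, 24 hr on cells at 37 deg C/5% CO2; luminescence after luciferase reagent (12 min RT). Inhibition counted as the undesired cytotoxic outcome.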
TDP43 rescue = TDP-43 toxicity inhibition in yeast. AID 652104. TDP-43 expressing yeast growth rescue, BacTiter-Glo, 24 h. Potency, µM (titrated, usually from 46.1 µM), for the others: at the top dose growth rescue (activation), most hits filed as activators. 1.8% of 410,000 active; also: potency is read from the fitted curve at half-maximal effect; % of control where 0% means no effect; nearly all actives have a fitted effect of over 50% in size
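Yeast cells expressing TDP-43 under galactose induction are exposed to compounds for 24 hr at 30 deg C. BacTiter-Glo luminescence measures growth, so protective compounds score as activators.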
GLP1R inv ag = inverse agonists of human GLP-1 receptor | P43220 | HEK293 GLP-1R CRE-luciferase, luminescence, 24 h; GLP-1R form is constitutively active | Potency, µM (doses to about 38.3 µM), for the others: top-dose activity change, negative = inhibition, actives largely listed as inhibitors | 1.6% of 410,000 active | AID 624417; also: potency is read from the fitted curve at half-maximal effect; % is scaled to controls: 0 for no effect and ±100 for the full control effect; nearly all actives have a fitted effect of over 55% in size
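Constitutively active GLP-1R drives a cAMP-responsive luciferase in stably transfected HEK293 cells; test compounds are added after overnight (12 h) attachment and left 24 hr, and signal loss in luminescence marks inhibition.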
aSyn rescue = inhibitors of alpha-synuclein toxicity in yeast; Yeast expressing alpha-synuclein, growth rescue, BacTiter-Glo, 24 h; Potency, µM (top dose mostly 46.1 µM), without a hit: at the top dose growth rescue (activation), hits mostly activators; 0.14% of 370,000 active; also: potency is read from the fitted curve at half-maximal effect; % of control where 0% means no effect; nearly all actives have a fitted effect of over 65% in size
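Galactose-induced alpha-syn yeast (OD600=0.02, raffinose-pregrown) + pinned cpd, 24 hr, 30 deg C; growth by BacTiter-Glo luminescence. Growth restoration scores as activation.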
PTHR1 agonist = agonists of human PTHR1 parathyroid hormone receptor; HEK293 GP2 PTHR1 cells, GloSensor cAMP luminescence, 1 h; Potency, µM (titrated, usually from 115 µM), for the others: at the highest dose activation, most hits filed as activators; 0.075% of 410,000 active; AID 743266; also: potency is read from the fitted curve at half-maximal effect; nearly all actives have a fitted effect of over 55% in size; some results filed as inactive show a strong effect at the top dose; inactives centre near -15; many of its hits are not listed in these tables
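HEK-293-derived GP2 cells expressing PTHR1 and a GloSensor cAMP reporter, 3,000/well, plated overnight, given luciferin plus IBMX (each 0.5 mM as added) for 1 h at 37 °C, then compound for 1 h at 37 °C. Luminescence was read after 15 min at room temperature.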
The depositor's hits bear a star; i = inactive; ? = inconclusive; nt = not tested or not shown; [ ] = dose if it differs, or a comment. Unless noted, calls follow the shape of the dose curve; as a rule, active = well fitted curve in the direction sought with a large enough effect; inconclusive = small, poorly fitted or top-dose-only effect, or another doubt; inactive = no such curve, though single readings can be large; an effect the other way counts as inactive or inconclusive. An excerpt; count on the stated rates, not on these rows.

| SMILES | D3 antag | PTHR1 agonist | TDP43 rescue | D3 ag | KB-V1 cytotox | GLP1R inv ag | GLP1R cytotox | aSyn rescue | GLP-1R agonist |
| --- | --- | --- | --- | --- | --- | --- | --- | --- | --- |
| CC(C)c1ccc(/C=C/C(=O)Nc2nc3ccc([N+](=O)[O-])cc3s2)cc1 | 10 | i | -5% | 0 | 12% | 23% | 5% | nt | -12% |
| CCOc1ccc2c(c1)n([O-])c1c([n+]2=O)CCCC1 | 25 | -20% | -29% | 1 | -14% | 0% | 4% | -4% | 0% |
| CCN1/C(=C\C=C2\C(=O)N(c3ccccc3)C(=S)N2C)Sc2ccccc21 | -9 | 9% | -38%[inhibitor] | -18 | -10% | 9% | 48%[activator] | -5% | 5% |
| Cc1ccccc1CN1CCc2nc(Nc3ccc4c(c3)OCCO4)ncc2C1 | nt | -49%[inhibitor] | -14% | -17 | -18% | -14% | 3% | nt | nt |
| COc1ccccc1NC(=O)C1=C(C)Nc2ncnn2C1c1ccccc1C(=O)O (stereo not given) | nt | -1% | -7% | -22 | 21% | -12% | -6% | nt | nt |
| O=S(=O)(c1ccc(S(=O)(=O)N2CCCC2)cc1)N1CCCCC1 | 3 | -7% | -8% | 4 | 23% | -15% | -11% | -5% | 2% |
| CC(=O)Nc1ccc(S(=O)(=O)Nc2nc3n(n2)C(c2ccccc2)C=C(c2ccc(Cl)cc2)N3)cc1 (stereo not given) | nt | -14% | 18% | 4 | nt | 1% | 304%[activator] | nt | nt |
| CCCn1nc(-c2ccccc2)c2nc3ccccc3nc21 | -21 | i | -6% | -4 | -10% | 0% | 166%[activator] | 5% | 8% |
| O=C(CCl)NCCNC(=O)c1cc(OCC(F)(F)F)ccc1OCC(F)(F)F | 10 | i | -6% | 5 | -18% | ? | -8% | 0% | 1% |
| COc1ccc(OC)c(NC(=O)C(C)n2nc(C)c3c(C)n(-c4ccccc4)nc3c2=O)c1 (stereo not given) | nt | -20% | 18% | 2 | 18% | 10% | 1% | nt | nt |
| O=C(CN1C(=O)NC2(CCc3ccccc32)C1=O)Nc1ccc(Br)cc1F (stereo not given) | -17 | ? | -23% | -6 | -20% | ? | -5% | 6% | -3% |
| CCn1c(CNc2ccc(C)cc2C)nnc1SCC(=O)N1CCCc2ccccc21 | -19 | -16% | ? | 1 | 1% | ? | -24% | 12% | 2% |
| Cc1ccc2[nH]c(CSc3nnc(NC(=O)COc4ccccc4)s3)cc(=O)c2c1 | nt | -7% | -22% | -2 | -6% | 10% | 1% | nt | nt |
| Cc1ccc(-n2nc(C)c3c2C(Br)C(C)(C)CC3=O)nc1 (stereo not given) | -12 | 15% | 9% | -1 | 15% | -28% | 10% | -1% | 1% |
| COc1ccc(Nc2ncc3c(n2)CCN(C(=O)OC(C)(C)C)C3)cc1 | nt | -37%[inhibitor] | 14µM* | 2 | -10% | 3% | -4% | nt | 2% |
| CCOc1ccc(-c2cn3c(n2)sc2cc(C(=O)NC4CCCc5ccccc54)ccc23)cc1 (stereo not given) | nt | i | 2%[9.22 µM] | 7 | ? | 4% | 1% | nt | nt |
| Cc1ccc(NC(=O)CN2CCCC2)cc1Br | -64* | i | -3% | -26 | ? | -33% | 11% | -12% | 12% |
| O=C(NCc1ccc2c(c1)OCO2)Nc1ccc2ccccc2c1 | 14 | i | 0% | 11 | -14% | 1% | 10% | -5% | 2% |
| COc1cc(/C=C/c2onc(C)c2[N+](=O)[O-])cc(OC)c1OC | -1 | -10% | 20% | 5 | 4% | 19% | 8% | 6% | 2% |
| O=C(c1cccnc1)N1C2CCC1CC(O)(c1ccc(F)cc1)C2 (stereo not given) | -57* | i | -15% | -28 | -4% | -6% | -12% | -9% | -1% |
| Cc1cc(S(=O)(=O)N2CC(=O)N(CCc3ccccc3)C(=O)C2)ccc1F | 24 | i | 9% | 1 | 0% | 4% | 0% | 1% | -8% |
| O=C(Nc1cccc(-c2nn[nH]n2)c1)c1ccc(Br)s1 | -17 | -12% | 1% | -16 | nt | -1% | 11% | -2% | 2% |
| O=C(Nc1ccc(F)cc1)Oc1ccccc1N1CCOCC1 | 1 | i | 0% | 10 | -1% | 15% | 0% | -5% | 2% |
| CC12CCC(C(=O)N(NC(=O)c3cc(Cl)ccc3O)C1=O)C2(C)C (stereo not given) | -18 | -9%[57.5 µM] | -11% | 2 | 13% | 1% | -9% | -9% | 14% |
| CCc1cccc(CC)c1NC(=O)COC(=O)c1ccccc1-c1nc2ccccc2s1 | 6 | -10% | 18% | -6 | ? | ? | 3% | 8% | 1% |
| O=C(COC(=O)Cc1ccc(Cl)cc1)NCc1ccco1 | 12 | -13% | 19% | 4 | 0% | 3% | -11% | 7% | 7% |
| O=C(Nc1ccc(Br)cc1)c1cccnc1N1CCCCC1 | 15 | i | -6% | -17 | ? | ? | -3% | -2% | 12% |
| O=C(CCNC(=O)c1ccccc1Cl)Nc1ccncc1 | 15 | -32%[inhibitor] | 2% | 2 | 10% | 2% | -10% | 5% | -3% |
| COc1ccc(CNC(=O)[C@@H](NC(=O)C2CCN(C(=O)[C@@H]3CCCN3C(=O)OC(C)(C)C)CC2)C(C)C)cc1 | -14 | -19% | 13% | 8 | 12% | 1% | 1% | -2% | -6% |
| CC1CCCCN1N=Nc1nc2c([nH]1)c(=O)n(C)c(=O)n2C (stereo not given) | 5 | i | -17% | 11 | 18% | 0% | -12% | -10% | 6% |
| COc1cccc(Nc2nc(C(N)CO)cs2)n1 (stereo not given) | 0 | -3% | 8% | -8 | 2% | ? | 5% | -9% | 7% |
| CCOc1ccc(C2(C)NC(=O)N(CCN(C)C)C2=O)cc1 (stereo not given) | 3 | -8% | 3% | 0 | ? | 11% | 4% | 3% | 2% |
| O=C(N[C@@H](Cc1ccccc1)C(=O)NCc1ccc(F)cc1)C1CCNCC1 | 6 | i | 13% | -11 | 0% | 3% | 4% | -2% | 3% |
| Cc1nnc2sc(SCC(=O)N3CCC(C)CC3)nn2c1=O | -6 | i | -2% | 0 | 4% | 4% | -6% | 3% | 1% |
| COc1ccc(Cn2c(=N)c(C(=O)NC3CCCCC3)cc3c(=O)n4ccccc4nc32)cc1 | -12 | i | -4% | 1 | 5% | 74%[activator] | -14% | 3% | 4% |
| Cc1ccc(S(=O)(=O)/N=C(/c2ccc(F)cc2)N2CCCC2)cc1 | 11 | -19% | 10% | 0 | ? | 1% | 7% | -1% | 6% |
| COc1ccc(C(=O)Nc2nc(C)c(C)s2)cc1OC | 0 | -5%[57.5 µM] | 12% | -13 | -15% | 8% | 0% | 5% | 20% |
| CC[C@H](C)[C@@H](NC(=O)O[C@@H]1C(=O)c2cc(OC)ccc2O[C@H]1c1ccc(OC)c(Br)c1)C(=O)OC | -16 | i | -1% | -13 | 25% | -16% | -22% | 4% | -1% |
| CCN(CC)c1ccc(NC(=O)/C=C\c2ccccc2Cl)cc1 | -23 | i | 10% | -9 | -15% | -19% | ? | -9% | -3% |
| CCCCN(C)S(=O)(=O)c1ccc(NC2=NS(=O)(=O)c3ccccc32)cc1 | nt | i | 0% | -1 | -18% | -17% | 2% | nt | nt |
| COc1ccccc1NC(=O)CSc1nc2c(sc3ccccc32)c(=O)n1CCN(C)C | 3 | -69%[inhibitor] | -16% | 4 | -6% | -7%[0.307 µM] | 0%[0.307 µM] | 9% | -2% |
| COc1cccc(/C=N/NC(=O)c2cc3c(OC)ccc(OC)c3[nH]2)c1O | 14 | -1% | 2% | 1 | -21% | ? | -23% | 9% | 7% |
| COc1cc2c(cc1OC)C(=O)C(Br)CC2 (stereo not given) | ? | -36%[inhibitor] | 6% | -4 | -10% | ? | ? | -7% | 0% |
| O=S(=O)(/N=C(/Nc1nccs1)c1ccc(F)cc1)c1ccccc1 | -2 | -22% | 2% | -5 | -2% | -12% | -3% | -8% | 3% |
| Cn1c(SCC(=O)Nc2nccs2)nnc1-c1cccnc1 | -10 | -33%[inhibitor] | -22% | -2 | -16% | 7% | 3% | -4% | -2% |
| Cc1ccccc1NC(=O)/C(C#N)=C\c1cccnc1 | -16 | -45%[inhibitor][57.5 µM] | -18% | 7 | -3% | 0% | 13% | 1% | 3% |
| CNC(=O)c1sc2nc(-c3ccc(OC)cc3)cn2c1C | 6 | -25% | 24% | 4 | 11% | 18% | -23% | -2% | -4% |
| N#Cc1ccc(-c2ccc(Cl)cc2)nc1SCC(=O)c1cccc(Cl)c1 | 2 | i | 6% | -3 | ? | 43%[activator] | -2% | 8% | -16% |
| O=C(O)CSc1c(O)c2ccccc2[nH]c1=O | 3 | i | -6% | -2 | ? | 12% | 2% | -6% | -7% |
| Cc1ccc(C(=O)Nc2nnc(S(=O)(=O)N3CCc4ccccc43)s2)cc1 | nt | -34%[inhibitor] | 15% | -5 | 10% | 6% | 0% | nt | nt |
| CCOc1ccc(N2CC(C(=O)Nc3ccc4c(c3)OCO4)CC2=O)cc1 (stereo not given) | 6 | -22% | -1% | 2 | -8% | 5% | 7% | -7% | 5% |
| Cc1nc(SCc2ccc(F)cc2)n[nH]1 | 8 | i | 21% | -5 | 0% | 21% | 6% | 2% | 1% |
| COc1ccc(C2/C(=C(\O)c3ccc4c(c3)OCCO4)C(=O)C(=O)N2Cc2cccnc2)cc1 (stereo not given) | -18 | -2% | -11% | -4 | -18% | 17% | 0% | 0% | -4% |
| Cc1ccc(-c2cn3c4c(=O)n(C)c(=O)n(C)c4nc3n2-c2cccc(Cl)c2)cc1 | nt | -1% | -10% | -6 | ? | 0% | 9% | nt | nt |
| Cc1ccc(Cl)cc1NC(=O)Nc1nnc(N2CCCC(C)C2)s1 (stereo not given) | nt | 19% | 7% | -3 | -5% | 20% | 0% | nt | nt |
| CC1=C(C#N)C(c2ccc(O)cc2)C2=C(CC(C)(C)CC2=O)N1 (stereo not given) | -16 | i | 4% | 3 | -2% | 11% | -3% | 2% | -13% |

Screening results: PubChem, National Center for Advancing Translational Sciences (NCATS)
